# KDM5B inhibitor: KDM5B demethylase inhibition; Q9UGL1; KDM5B demethylase, FDH-coupled NADH fluorescence (FDH is formaldehyde dehydrogenase); Potency, µM (series often up to 57.7 µM), for inactives: at the highest dose activity change, negative = inhibition, usual class: inhibitors; 2.6% of 220,000 active; AID 1347165; active means well fitted inhibition curve with a large enough effect; inconclusive means small, poorly fitted or top-dose-only effect; inactive means no such curve, though single readings can be large or run the other way; further: 0% is about no effect; nearly all actives have a fitted effect of over 70% in size
# Target sequence (Q9UGL1 whole entry, looked up): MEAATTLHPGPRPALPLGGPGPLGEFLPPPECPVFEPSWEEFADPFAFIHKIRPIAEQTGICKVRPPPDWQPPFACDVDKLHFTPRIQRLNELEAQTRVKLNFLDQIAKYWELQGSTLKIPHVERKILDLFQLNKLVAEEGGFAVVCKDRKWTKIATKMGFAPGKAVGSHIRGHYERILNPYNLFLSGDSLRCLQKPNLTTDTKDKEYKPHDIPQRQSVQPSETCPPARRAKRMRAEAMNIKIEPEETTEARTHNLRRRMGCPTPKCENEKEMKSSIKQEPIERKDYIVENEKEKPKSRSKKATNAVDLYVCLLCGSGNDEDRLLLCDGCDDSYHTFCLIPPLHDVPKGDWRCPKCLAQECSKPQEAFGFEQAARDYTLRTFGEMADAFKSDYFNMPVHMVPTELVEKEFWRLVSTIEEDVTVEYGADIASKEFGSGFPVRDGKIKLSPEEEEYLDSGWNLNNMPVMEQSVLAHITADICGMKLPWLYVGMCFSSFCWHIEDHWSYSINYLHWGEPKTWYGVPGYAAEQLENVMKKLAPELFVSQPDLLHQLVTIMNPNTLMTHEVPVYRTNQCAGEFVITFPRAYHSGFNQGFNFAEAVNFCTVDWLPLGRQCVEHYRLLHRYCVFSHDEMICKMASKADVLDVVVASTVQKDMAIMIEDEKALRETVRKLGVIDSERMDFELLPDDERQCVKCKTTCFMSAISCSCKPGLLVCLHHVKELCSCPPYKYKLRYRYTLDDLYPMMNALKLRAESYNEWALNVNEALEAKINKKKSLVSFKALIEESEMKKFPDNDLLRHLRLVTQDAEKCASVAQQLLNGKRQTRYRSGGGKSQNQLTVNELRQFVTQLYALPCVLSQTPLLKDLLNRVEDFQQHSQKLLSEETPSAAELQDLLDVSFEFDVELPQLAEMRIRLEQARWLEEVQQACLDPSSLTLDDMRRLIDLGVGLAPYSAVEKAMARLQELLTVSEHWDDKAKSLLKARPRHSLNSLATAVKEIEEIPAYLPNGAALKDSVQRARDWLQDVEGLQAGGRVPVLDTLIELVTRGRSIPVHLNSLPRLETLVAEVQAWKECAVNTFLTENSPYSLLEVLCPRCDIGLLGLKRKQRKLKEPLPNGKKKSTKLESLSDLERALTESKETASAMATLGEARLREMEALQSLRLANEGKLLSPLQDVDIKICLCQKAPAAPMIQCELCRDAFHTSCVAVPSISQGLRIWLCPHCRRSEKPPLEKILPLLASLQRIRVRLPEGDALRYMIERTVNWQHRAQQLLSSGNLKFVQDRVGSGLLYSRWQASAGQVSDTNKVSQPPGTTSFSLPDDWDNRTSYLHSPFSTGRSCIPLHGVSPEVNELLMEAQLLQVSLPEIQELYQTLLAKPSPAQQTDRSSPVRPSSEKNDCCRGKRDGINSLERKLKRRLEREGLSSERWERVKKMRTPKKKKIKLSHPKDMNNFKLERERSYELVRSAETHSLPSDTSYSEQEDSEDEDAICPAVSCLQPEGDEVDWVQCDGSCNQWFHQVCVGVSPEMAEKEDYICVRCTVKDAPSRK
#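 qHTS format, multiple compound concentrations. Buffer 50 mM HEPES pH 7.5/0.01% Tween-20; 200 nM KDM5BΔAP final; 10 min compound preincubation; substrate-mix levels 12.5 µM peptide, 25 µM α-KG, 0.25 mM NAD⁺; 30 min RT; ΔRFU.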
# Active calls of the source: *; ? = inconclusive; [ ] = remark or other dose. Potency means the concentration at half of the fitted maximal effect. These rows are one share of the data; the hit share may differ from the screen's.
molecule	KDM5B inhibitor
O=C(Nc1cccc(C(F)(F)F)c1)C(=Cc1cccc(Oc2ccccc2)c1)C(=O)Nc1cccc(C(F)(F)F)c1	7%
CC(C)n1cnnc1-c1nn(C)c2c1CN(C(=O)CC1CCCC1)CC2	-15%
COc1ccc(-c2cc(C(=O)NCCc3ccc(Cl)cc3)[nH]n2)cc1	15%
COC1CCN(c2cc(-c3cccc(C(F)(F)F)c3)nc3c(C)noc23)CC1	-18%[86.2 µM]
CC(C)NC(=O)N1CCOc2ccc(CCC(=O)NCCc3cccnc3)cc2C1	4%
COc1cccc(-n2c(SCC(=O)N3CCc4ccccc43)nc3c([nH]c4ccccc43)c2=O)c1	-1%
COc1ccc(-c2nocc2CCC(=O)NCCc2ccc(S(N)(=O)=O)cc2)cc1	-5%
CN(CC1CCOC1)C(=O)Nc1cccc(Cl)c1F (stereo unspecified)	-6%
O=C(Nc1ccccc1C(=O)N1CCN(CCO)CC1)c1cccc([N+](=O)[O-])c1	-2%
Cc1nc(-c2ccc(Cl)cc2)n(Cc2ccc(F)cc2F)c(=O)c1CCO	-10%
FC(F)(F)c1cccc(CSc2nnc(-c3cccnc3)n2-c2ccc(Br)cc2)c1	13%
COc1ccc(C(=O)NCCC2CCN(C(=O)Nc3ccc(F)cc3F)CC2)cc1OC	-6%
COCCC(=O)N[C@@H]1CN(c2ccncn2)C[C@H]1CO	-3%
Cc1cnc(CC2CCCN(C(=O)c3ccn[nH]3)C2)n1Cc1ccccc1 (stereo unspecified)	16%
Cc1ccc(C(NC(=O)Cc2n[nH]c(=O)c3ccccc23)C2CC2)cc1 (stereo unspecified)	13%
COCCn1c(N2CCN(C)CC2)nc2c1c(=O)[nH]c(=O)n2C	11%
CCCc1ccc(OCC(=O)Nc2sc3c(c2C(=O)OC)CCCCC3)cc1	-17%
CCNC(=O)C1C(c2cccc(NC(=O)c3ccc(F)cc3)c2)OC(=O)N1Cc1cccc(Cl)c1 (stereo unspecified)	-10%
COc1cc(OC)cc(-c2nc3n(n2)C(c2ccccc2F)C(C(=O)Nc2cccnc2)=C(C)N3)c1 (stereo unspecified)	-23%
Cc1ccc(C)c(-n2ccnc2SC2CCCCC2=O)c1 (stereo unspecified)	7%
CCN1c2cc(C(=O)Nc3ccccc3)ccc2C(=O)N2CCCCCC21 (stereo unspecified)	?
COc1ccc(Cn2c(C(=O)O)c(CNCCc3cccs3)c3ccc(C)cc32)cc1	-8%
O=C(c1ccc(F)cc1)N1CCCC(c2nn(-c3cccc(Cl)c3)c(=O)[nH]2)C1 (stereo unspecified)	21%
Cc1cccc2c(=O)c(-c3ccc4c(c3)OCO4)c(NC(=O)c3ccc(F)cc3)oc12	5%
O=c1oc2ccc3ccccc3c2cc1-c1ccccc1	?

# A second format for some results above.
KDM5B inhibitor	molecule
4%	CC(C)NC(=O)N1CCOc2ccc(CCC(=O)NCCc3cccnc3)cc2C1
-1%	COc1cccc(-n2c(SCC(=O)N3CCc4ccccc43)nc3c([nH]c4ccccc43)c2=O)c1

# Next results.
molecule	KDM5B inhibitor
Cc1cc(=O)[nH]c2nnc(SCc3ccc(C(F)(F)F)cc3)n12	-18%
O=C(O)c1cc(NC(=O)c2ccccc2)cc(C(=O)O)c1	-12%
NC(=O)C1CCN(C(=O)C2CCCN(S(=O)(=O)c3ccccc3)CCC(=O)NCC2)CC1 (stereo unspecified)	-4%
CCc1nnc(NC(=O)Cc2c(C)c3ccc(OC)c(OC)c3oc2=O)s1	?
CCNc1c(NC(=O)Nc2ccc(OC)c(OC)c2)c(=O)oc2ccccc12	8%
CC(C)c1noc(C(C)Nc2ccc3oc(C(C)(C)C)nc3c2)n1 (stereo unspecified)	?
CC(=O)c1ccc(N2CCN(S(=O)(=O)c3cc(-c4onc(C)c4C)ccc3C)CC2)cc1	-30%
Cc1nc(-c2cccc(NC(=O)Nc3ccc([N+](=O)[O-])cc3)c2)no1	-33%
COc1ccc(S(=O)(=O)N2CCN(CC(=O)NC(Cc3ccccc3)C(C)=O)CC2)cc1 (stereo unspecified)	32%
COc1ccc(-c2cc(N3CCC(NC(=O)c4ccc(OC)c(F)c4)CC3)n[nH]2)cc1	-31%
O=C(NC[C@H]1Cn2c(-c3ccc(Cl)cc3)cnc2CO1)Nc1ccccc1	?
O=C(NCc1c[nH]c2ncccc12)C1CCCC1	-23%[86.2 µM]
CCC(C)Cc1c(C)sc2nc(CNc3ccc(OC)cc3)[nH]c(=O)c12 (stereo unspecified)	3%
CCC1(N2CCN(C(=O)Nc3cc(Cl)ccc3OC)CC2)CCN(C(=O)NC)C1 (stereo unspecified)	-31%
CCOc1nc2ccccc2nc1C(=O)Nc1cc(OC)c(OC)c(OC)c1	16%
CC(C)C(=O)Nc1ccccc1Br	26%
Cc1cc(C)c(NC(=O)C2CCN(c3cnc4ccccc4n3)CC2)c(C)c1	-6%
CCOC(=O)CNc1nc(-c2ccccc2)c2cc(C)ccc2n1	?
CCN1C(=O)COc2ccc(-c3nc(NC(=O)c4cccs4)sc3C)cc21	?
CC(C)Nc1nc(C(=O)Nc2ccc3[nH]ccc3c2)cs1	-16%
CCCNC(=O)CCc1cc2cc(OC)ccc2[nH]c1=O	32µM*
CN(C)Cc1nnc(C2CCN(C(=O)Nc3cccc(C#N)c3)CC2)n1C	-9%
Cc1noc2c(N3CC[S+](=O)([O-])CC3)cc(-c3ccccc3)nc12	-15%[86.2 µM]
Cc1cc(NC(=O)N2C[C@@H](F)C[C@H]2C(=O)N2CCCCC2)ccc1Br	5%
Cn1ccc2ccc(C(=O)N3CCC(C(N)=O)CC3)cc21	?
Cc1ccc(C(=O)N2CCn3c(nnc3[C@@H]3C[C@@H](O)CN3Cc3ccccc3)C2)cn1	-5%
O=C(COc1ccccc1)Nc1nc(-c2ccc(Br)s2)ns1	4%
CC(C)Oc1cccc(Cn2cnc3c2c(=O)n(C)c(=O)n3C)c1	22%
CC(C)n1c(N2CCN(C)CC2)nc2c1c(=O)[nH]c(=O)n2C	-1%
CCC(C)NC(=O)Nc1c(NC)c2ccccc2oc1=O (stereo unspecified)	-17%
Cc1ccc(C)c(C(=O)N(C)CC2CCOCC2)c1	13%
CC1CCC2(CC1)NC(=O)N(CC(=O)Nc1ccc(C(C)C)cc1)C2=O (stereo unspecified)	-9%
Cc1ccccc1Nc1cc(C(=O)NC2CCCCC2)c2ccccc2n1	?
COc1ccc2c(c1)CN(C(=O)NCc1ccccc1)CC[C@H]1COC(=O)N21	11%[86.2 µM]
NC(=O)C1CCCN(C(=O)c2ccc3oc(Cc4ccc(Cl)cc4)nc3c2)C1 (stereo unspecified)	13%
CCOC(=O)c1cc(-c2ccccc2)n(-c2cccc(C(=O)N(CC)c3ccccc3)c2)c1C	-21%
CC(=O)c1cccc(NC(=O)c2sc(-n3nc(C)c(Cc4ccccc4)c3C)nc2C)c1	-7%
CCC(=O)N1CCc2cc(Br)cc(S(=O)(=O)N3CCC(C(=O)N(CC)CC)CC3)c21	-22%
Cc1ccc(C(=O)NC2CC2)cc1NC(=O)NC1CCCC1	12%
Cc1ccc(CNC(=O)CSc2nc(=O)n(Cc3ccco3)c3c2CCC3)cc1	-27%
CCCc1cc(=O)oc2c(C)c(OC/C=C(\C)CCC=C(C)C)ccc12	-24%
CCNC(=O)N1CCCC(c2noc(COc3ccccc3)n2)C1 (stereo unspecified)	-16%
Cc1ccc(C)c(NC(=O)C2CCCN(c3ncnc4onc(C)c34)C2)c1 (stereo unspecified)	-14%
COCCN1C[C@H]2CN(Cc3ccc(C(F)(F)F)cc3)CCN2C1=O	-3%[86.2 µM]
Nc1c(N(Cc2ccccc2)C(=O)C2=COCCO2)c(=O)[nH]c(=O)n1Cc1ccccc1	-15%
CN(CC1(C)CCOCC1)C(=O)c1c(F)cccc1Cl	-1%
CCOC(=O)Nc1ccc(NS(=O)(=O)c2ccc(F)cc2C)cc1	5%
CC1C(=O)N2CCCc3cc(S(=O)(=O)Nc4ccc(Br)cc4F)cc1c32 (stereo unspecified)	14%
CC(=O)NCc1ccc(C(=O)CCl)o1	-19%
O=C(NCCc1ccc(Cl)cc1)c1cnc2sc(N3CCCC3)nn2c1=O	?

# Following part
molecule	KDM5B inhibitor
Cc1ccc2cc(C(=O)NC3CCS(=O)(=O)C3)[nH]c2c1 (stereo unspecified)	?
CCn1nc(C)c(CCNC(=O)Nc2ccc(OC)cc2OC)c1C	14%
Cc1cc2oc(C(=O)N(Cc3ccc(F)cc3)C3CCS(=O)(=O)C3)cc(=O)c2cc1C (stereo unspecified)	4%
COc1ccccc1N1CCN(Cc2cc(COC(C)C)c3cccnc3c2O)CC1	?
CC1CCN(C(=O)c2cc3ccc(C(C)C)cc3[nH]2)CC1	22%
COc1ccc(-c2cc(-c3cccc(NC(C)=O)c3)cn3cncc23)cc1	8.9µM*
Cc1ccc(C)c(Sc2ccc(NC(=O)/C=C/c3cccs3)cc2)c1	-23%
COCCNC(=O)C(=O)N/N=C(\C)CC(=O)Nc1cccc(C(F)(F)F)c1	-4%
Cc1ccc(NC(=O)c2ccc(Cn3ccn4nc5c(c4c3=O)CCCC5)cc2)cc1C	25µM*
O=C(COC(=O)c1c(Cl)cccc1Cl)NCc1ccc2c(c1)OCO2	9%
CN(C)C(=O)c1ccc(OCc2coc(-c3cccc(F)c3)n2)cc1	-17%
COc1cc(OC)cc(-c2onc(C)c2C(=O)NCCc2ccc(F)cc2)c1	-34%
CCOc1ccc(Cl)cc1/C=C(\C#N)c1nc2cc(C)c(C)cc2[nH]1	2%
Cc1cc(CS(=O)(=O)Cc2cccc(Cl)c2)no1	12%
Cc1nn(-c2ccccc2)c(C)c1CN(C)C(=O)CCNC(=O)c1ccc(Cl)cc1	20%
CCn1ccc(C(=O)N2CCCC(c3nc(-c4ccccc4)no3)CCNC(=O)CC2)n1 (stereo unspecified)	-5%
O=C(O)Cn1cc(C(C(=O)O)N2CCN(CC(=O)N3CCCC3)CC2)c2ccc(F)cc21 (stereo unspecified)	0%
CC(C)c1noc(-c2cn(C3CCCN(C(=O)c4cccn4C)C3)nn2)n1 (stereo unspecified)	24%
CN1CCN(c2ccc(-c3cc4c(ccn4C)c(C(=O)NCc4cccnc4)n3)cc2)CC1	?
CCOc1ccccc1NC(=O)N1CC[C@@H](c2nc(C)no2)[C@@H](NC(=O)C2CC2)C1	-2%
O=C(NC1CC1)C1CN(c2ccccc2)C(=O)N1 (stereo unspecified)	9%[86.2 µM]
Cc1nn(-c2ccc(C(F)(F)F)cc2)c(C)c1[C@@H]1C=C[C@@H](NC(=O)C2CCCCC2)C1	3%[86.2 µM]
CC1(C)CC(NC(=S)NCCc2ccccc2)CC(C)(C)N1	3%
CC(=O)c1cc(C(C)(C)C)cc(C(C)(C)C)c1	6%
Cc1ccsc1C(=O)N[C@@H]1CN(c2ncccn2)C[C@H]1CN(C)C	32µM*
CCCN(C(=O)Cn1ncc2c1-c1ccccc1OC2)c1cccc(C)c1	-27%
Clc1sc(C=Nc2cccc3ccccc23)c(Cl)c1Cl	?
O[C@H]1CCCC[C@@H]1NC1CCN(c2nc3ccc(Cl)cc3s2)CC1	-20%
O=C(Nc1ccc(Oc2ccccc2)cc1)N[C@H]1CO[C@H]2[C@@H]1OC[C@@H]2Nc1nccc(-c2cccs2)n1	2%
Cc1nc(C)c(CC(=O)Nc2nnc(C3CCCCC3)s2)c(=O)[nH]1	21%
COc1ccccc1NC(=O)CSCc1cc(=O)c2c(C)cc(C)cc2[nH]1	1%
COc1ccc(CNC(=O)Nc2cccc(-c3ccc(N4CCOCC4)nn3)c2)cc1	?
CC(C(Sc1ccccc1N)c1ccccc1)[N+](=O)[O-] (stereo unspecified)	?
COc1ccc(Cn2c(CO)cnc2SCc2ccc(F)cc2)cc1	-16%
COc1ccc(Nc2ccccc2NC(=O)c2cccc(F)c2)cc1	5%
CCCN(CC1CCOC1)C(=O)Nc1cccc(Cl)c1 (stereo unspecified)	21%
COc1cccc(C2C(C(=O)Nc3ccc(C)cc3C)=C(C)Nc3c(C(=O)Nc4ccccc4)cnn32)c1 (stereo unspecified)	-28%
CSc1ccc(/C=N/Nc2ccc(Cl)c(Cl)c2)cc1	?
Cc1cc(C)cc(NC(=O)c2ccc3c(c2)N(C)C2CCCN2C3=O)c1 (stereo unspecified)	?
Cc1cc(CNC(=O)[C@@H]2CCC[C@@H](NCC3CC3)CN(C)C(=O)C2)no1	23%[86.2 µM]
CCc1ccc(NC(=O)c2cc3ncccn3n2)cc1	-14%
ClC(C[n+]1ccccc1)C[n+]1ccccc1	25%
CC(C)(C)OC(=O)N1CC(Nc2ccc(Cl)cc2)C1	-13%[149 µM]
CSc1cccc(Nc2cc(C)nc3ncnn23)c1	-21%
Cc1cc(C)cc(-n2c(SCC(=O)N3CCCCCC3)nc3c([nH]c4ccccc43)c2=O)c1	3%
O=C(COC(=O)C12CC3CC(CC(C3)C1)C2)Nc1ccc2c(c1)OCO2	-8%
Cc1ccc(-c2cc3ccccc3[nH]2)cc1	-3%
COc1ccc(NC(=O)CN2C(=O)NC3(CCOCC3)C2=O)cc1OC	-4%
CN(C)CCn1ccnc1C1CCN(S(=O)(=O)c2cnn(C)c2)CC1	-4%
N#Cc1ccc(-c2cccs2)nc1SCc1c(F)cccc1Cl	?
Cc1ccc(C(=O)Nc2cc3nn(-c4ccccc4)nc3cc2Cl)c(C)c1	-11%
